Screening results: PubChem BioAssay, National Center for Advancing Translational Sciences (NCATS)
JMJD2A Tudor inh – blocks the human JMJD2A Tudor domain; AlphaScreen JMJD2A-Tudor / H3K4me3 peptide binding; Potency, µM (top dose mostly 114 µM), for the others: top-dose activity change, negative = inhibition, actives largely listed as inhibitors; 390,000 tested, 4.4% active; further: on the % scale 0 is the no-effect control and ±100 the full control effect; nearly all actives have a fitted effect of over 50% in size
BAZ2B block – inhibitors of human BAZ2B bromodomain. Q9UIF8. AlphaScreen BAZ2B-H3K14Ac peptide displacement. Potency, µM (top dose mostly 114 µM), for the others: top-dose activity change, negative = inhibition, usual class: inhibitors. 360,000 tested, 4.4% active; further: on the % scale 0 is the no-effect control and ±100 the full control effect; nearly all actives have a fitted effect of over 60% in size
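BAZ2B 50 nM plus b-H3(5-23)K14Ac 50 nM, PBS pH 7.4/0.01% Tween-20, 30 min RT; compound added (max 110 uM), 30 min RT; streptavidin donor/Ni-chelate acceptor beads 10 ug/mL final, 20 min dark; AlphaScreen read.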
HP1b binding inh – inhibitors of HP1-beta chromodomain binding to methylated histone tails; 390,000 tested, 0.56% active; Potency, µM (top dose mostly 114 µM), for the others: at the top dose activity change, negative = inhibition, actives largely listed as inhibitors; AID 540317; P83916; AlphaScreen HP1-beta / biotin-H3K9me3 peptide binding; further: nearly all actives have a fitted effect of over 70% in size; inactives centre near 23
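HP1-beta protein (50 nM final) preincubated 30 min at room temperature with biotinylated H3(1-18)K9me3 peptide (50 nM) in PBS pH 7.4, 0.01% Tween-20, then compound added for 30 min. AlphaScreen streptavidin donor/nickel chelate acceptor beads (10 ug/mL final), 30 min dark, luminescence read.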
GLS inhibitor – glutaminase GLS (human) inhibition. O94925. GLS enzymatic activity, qHTS titration. Potency, µM (titrated, usually from 45.5 µM), without a hit: top-dose activity change, negative = inhibition, actives largely listed as inhibitors. 410,000 tested, 0.21% active; further: on the % scale 0 is the no-effect control and ±100 the full control effect
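Assay buffer: 45 mM KH2PO4 pH 8.2, 0.02% Tween-20. hKGA acts on L-glutamine (1 mM solution added); product glutamate is reported by an oxidase/peroxidase Amplex Red coupling, with fluorescence taken at baseline and 30 min.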
POLI inh – blocks human DNA polymerase iota activity; 390,000 tested, 1% active; AID 588590; Potency, µM (doses to about 115 µM), for inactives: top-dose activity, negative = inhibition, usual class: inhibitors; Pol iota fluorescent replication assay, 10 min; Q9UNA4
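Fluorescent replication assay read twice, at 0 min and 10 min after adding 50 nM (final) substrate. Enzyme (10 nM) and compounds were first incubated 15 min at room temperature; enzyme-free buffer wells were negative controls.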
Tb PGK inh – blocks T. brucei phosphoglycerate kinase; PGK/GAPDH coupled, Kinase-Glo luminescence, 60 min; Potency, µM (series often up to 57.5 µM), for the others: top-dose activity change, negative = inhibition, hits mostly inhibitors; 380,000 tested, 0.043% active; AID 602233; further: on the % scale 0 is the no-effect control and ±100 the full control effect; nearly all actives have a fitted effect of over 60% in size
Target sequence (P07378 whole entry, looked up): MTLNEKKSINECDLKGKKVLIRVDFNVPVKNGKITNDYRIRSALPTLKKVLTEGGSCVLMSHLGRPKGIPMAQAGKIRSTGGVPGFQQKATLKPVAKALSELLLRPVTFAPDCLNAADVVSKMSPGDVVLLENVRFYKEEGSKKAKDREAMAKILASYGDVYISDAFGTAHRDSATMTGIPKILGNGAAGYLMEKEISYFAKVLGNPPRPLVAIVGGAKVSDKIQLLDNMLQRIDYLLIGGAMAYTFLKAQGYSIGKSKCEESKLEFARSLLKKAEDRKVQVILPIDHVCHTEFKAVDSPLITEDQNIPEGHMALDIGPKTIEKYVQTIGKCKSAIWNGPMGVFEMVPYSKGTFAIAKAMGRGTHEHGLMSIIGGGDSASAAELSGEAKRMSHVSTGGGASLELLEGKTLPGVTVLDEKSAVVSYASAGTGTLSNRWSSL
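Recombinant glycosomal PGK reaction used 1,3-bisphosphoglycerate generated in-well by GAPDH (100nM final) in 100mM TEA pH 7.6, 5mM MgCl2, 0.01% Tween-20. After 60 minutes at room temperature, ATP was read by Kinase-Glo Plus luminescence end-point.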
G9a block – blocks human histone lysine methyltransferase G9a; Q96KQ7; G9a H3K9 monomethylation, AlphaScreen, 2 h; Potency, µM (top dose mostly 102 µM), without a hit: top-dose activity, negative = inhibition, actives largely listed as inhibitors; 350,000 tested, 8.8% active; AID 504332; further: on the % scale 0 is the no-effect control and ±100 the full control effect; nearly all actives have a fitted effect of over 75% in size
Target sequence (Q96KQ7 913-1193 limits assumed): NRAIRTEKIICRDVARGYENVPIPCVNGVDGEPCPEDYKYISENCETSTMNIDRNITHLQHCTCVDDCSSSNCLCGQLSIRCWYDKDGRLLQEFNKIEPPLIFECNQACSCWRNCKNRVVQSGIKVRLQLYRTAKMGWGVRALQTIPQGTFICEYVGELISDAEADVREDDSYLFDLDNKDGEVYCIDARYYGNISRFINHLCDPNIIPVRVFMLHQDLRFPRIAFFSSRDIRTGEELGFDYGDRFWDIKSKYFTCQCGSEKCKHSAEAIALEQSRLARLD
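Using a bead-based AlphaScreen, monomethylated H3K9 product from 2 h room-temperature reactions (G9a 20 nM, peptide 500 nM, SAM 20 uM) was detected with 0.5 ug/mL rabbit anti-H3K9me1 antibody.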
Pin1 inh – human Pin1 inhibition. Potency, µM (series often up to 115 µM), for inactives: at the top dose activity, negative = inhibition, most hits filed as inhibitors. 390,000 tested, 0.009% active. Pin1 FP peptide displacement, HiFluor488, 10 min. Q13526; active means well fitted inhibition curve with a large enough effect in the polarisation, with a control signal flat, not every such curve was filed as active; inconclusive means small, poorly fitted or top-dose-only effect, or effect the other way, or a change in a side signal; inactive means no such curve, though single readings can be large or run the other way; the % refers to the polarisation; further: on the % scale 0 is the no-effect control and ±100 the full control effect
Target sequence (Q13526 whole entry, looked up): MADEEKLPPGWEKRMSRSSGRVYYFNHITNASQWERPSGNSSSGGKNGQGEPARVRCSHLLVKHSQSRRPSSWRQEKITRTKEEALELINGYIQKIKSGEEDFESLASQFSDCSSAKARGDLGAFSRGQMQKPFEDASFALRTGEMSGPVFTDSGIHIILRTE
BLM inh – Bloom syndrome helicase (human) inhibition. Potency, µM (highest dose often 56.1 µM), for inactives: top-dose activity change, negative = inhibition, hits mostly inhibitors. recombinant BLM DNA unwinding, fluorescence dequenching. AID 2528. 350,000 tested, 0.2% active;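 further: plate controls were vehicle for no effect and no enzyme for full effect; nearly all actives have a fitted effect of over 35% in size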
Numbers without * were called inactive; i = inactive; u = inconclusive; x = not tested or not shown; & = joins results of further samples; [ ] = another dose, or the depositor's remark. Unless noted, the call rests on the fitted dose curve; in most records, active means well fitted curve in the direction sought with a large enough effect; inconclusive means small, poorly fitted or top-dose-only effect, or another doubt; inactive means no such curve, though single readings can be large; an effect the other way counts as inactive or inconclusive. Potency means the concentration at half of the fitted maximal effect. A portion of the library. The share of hits here may be higher or lower than overall.

nr	canonical_smiles	JMJD2A Tudor inh	BAZ2B block	HP1b binding inh	GLS inhibitor	POLI inh
1	Cc1ccc2c(c1)[C@@H](O)C[C@@H](C)N2N=O	-14%	0%	21%	21%	28%
2	Fc1ccc(NC(=S)NCCN2CCOCC2)cc1	-17%	-27%	-18%	0%	61%[activator]
3	CCOc1ccc(N(CC(=O)O)S(=O)(=O)c2ccc(OC)c(OC)c2)cc1	-11%	6%	35%	-1%	-4%
4	CCC(C)C(=O)N1CCc2cc(-c3csc(N)n3)ccc21 (centres undefined)	-25%	u	0%	3%	u
5	CCCC(C)NC(=O)c1cc(S(=O)(=O)N2CCCCCC2)ccc1OC (centres undefined)	1%	3%	52%[activator]	-4%	12%
6	Nc1nnc(SCc2cccnc2)s1	-1%	26%	6%	6%	-2%
7	O=C(Oc1ccc(C(=S)N2CCOCC2)cc1)c1ccc(Br)cc1	-3%	-6%	49%[activator]	1%	-1%
8	O=c1nc2sc3ccccc3n2c(=O)n1-c1cccc(Cl)c1	-5%	10%	10%	10%	10%
9	CCN1C(=O)[C@H]2[C@@H](c3ccc(-c4ccccc4)cc3)N3CCCC[C@@]3(C(=O)OC)[C@H]2C1=O	-35%	-37%	7%	-1%	28%
10	COc1ccc(CCCC(=O)Nc2ccccc2F)cc1	7%	-2%	49%	-4%	16%
11	CC(=O)C1C(c2cccc([N+](=O)[O-])c2)C2C(C)=NN=C2CC1(C)O (centres undefined)	-14%	6%	23%	3%	23%
12	Cc1ccc(-n2c(=O)c3c4c(sc3n(CC(=O)Nc3cccc(Cl)c3)c2=O)CCCCC4)cc1C	-16%	-9%	9%	-9%	-5%
13	CC(=O)Nc1ccc(N2C(=O)CCC2=O)cc1C	0%	9%	16%	-1%	12%
14	CC[C@@H]1C/C=C\Cc2ccccc2[C@H](C(=O)C[C@H](O)CC(C)=O)OC1=O	-3%	x	52%[activator]	-5%	-18%
15	CCC(C)(C)NC(=O)c1ccc2c(c1)N(CC(=O)OC)C(=O)C(C)(C)O2	-4%	3%	4%	-5%	9%

nr	Tb PGK inh	G9a block	Pin1 inh	BLM inh
1	10%	14%[59 µM]	0%	1%
2	1%	-22%	0%	-6%
3	-4%	5%[59 µM]	-7%	2%
4	-2%	u	-5%	0%
5	-4%	11%[12.7 µM]	-8%	x
6	-5%	-25%[12.7 µM]	-7%	-10%
7	2%	-6%[59 µM]	1%	-3%
8	0%	7%	-1%	0%
9	-5%	6%[2.33 µM]	9%	x
10	i	3%[59 µM]	-3%	4%
11	-8%	20%[59 µM]	22%	1%
12	6%	-32%[59 µM]	-4%	-11%
13	-2%	6%	-5%	0%
14	-1%	x	1%	x
15	i	x	4%	-2%

Fetched by structure from the entries so far:
nr	canonical_smiles	JMJD2A Tudor inh	BAZ2B block	HP1b binding inh	GLS inhibitor	POLI inh
7	O=C(Oc1ccc(C(=S)N2CCOCC2)cc1)c1ccc(Br)cc1	-3%	-6%	49%[activator]	1%	-1%
8	O=c1nc2sc3ccccc3n2c(=O)n1-c1cccc(Cl)c1	-5%	10%	10%	10%	10%
5	CCCC(C)NC(=O)c1cc(S(=O)(=O)N2CCCCCC2)ccc1OC (centres undefined)	1%	3%	52%[activator]	-4%	12%
2	Fc1ccc(NC(=S)NCCN2CCOCC2)cc1	-17%	-27%	-18%	0%	61%[activator]
3	CCOc1ccc(N(CC(=O)O)S(=O)(=O)c2ccc(OC)c(OC)c2)cc1	-11%	6%	35%	-1%	-4%
10	COc1ccc(CCCC(=O)Nc2ccccc2F)cc1	7%	-2%	49%	-4%	16%

nr	Tb PGK inh	G9a block	Pin1 inh	BLM inh
7	2%	-6%[59 µM]	1%	-3%
8	0%	7%	-1%	0%
5	-4%	11%[12.7 µM]	-8%	x
2	1%	-22%	0%	-6%
3	-4%	5%[59 µM]	-7%	2%
10	i	3%[59 µM]	-3%	4%

Next part.
nr	canonical_smiles	JMJD2A Tudor inh	BAZ2B block	HP1b binding inh	GLS inhibitor	POLI inh
16	O=C(c1ccco1)N1CCN(Cc2csc(-c3ccccc3Cl)n2)CC1	-24%	-18%	3%	-6%	-1%
17	O=C1C=C(c2ccc3ncccc3c2)C[C@@H](c2ccc3c(c2)OCO3)C1	u	u	11%	17%	-17%
18	CN(c1ccc(OCC(=O)N2CCOCC2)cc1)S(=O)(=O)c1ccc(F)cc1	-9%	11%	28%	13%	8%
19	CCN(CC)S(=O)(=O)c1ccc(N2CCOCC2)c(NC(=O)C2=COCCO2)c1	-19%	-9%	26%	16%	16%
20	O=C(CCCNC(=O)c1ccc(Cl)cc1)NCc1ccccc1Cl	-5%	3%	28%	13%	-2%
21	CC/C(=N\NS(C)(=O)=O)c1ccccc1	1%	-10%	53%[activator]	-2%	8%
22	COc1ccc(/C=N/NC(=O)c2cc(C)on2)c2ccccc12	-7%	0%	21%	-2%	6%
23	CN(CC(=O)Nc1cc(C(F)(F)F)ccc1-n1cncn1)Cc1nc2ccccc2c(=O)[nH]1	-17%	x	30%	-1%	-12%
24	Cc1cc(C)n2nc(C(=O)OCC(=O)N(C)CC(=O)Nc3ccc(F)cc3)nc2n1	3%	-3%	33%	-7%	-7%
25	Cc1cc(C)c2c(c1)c1nnc(SCCN3CCCCC3)nc1n2C	-12%	1%	u	8%	10%
26	NC(=S)N/N=C1/CCSc2ccc3ccccc3c21	-11%[11.4 µM]	50µM*	u	-18%	55%[activator]
27	CC(/C=C1\SC(=S)N(CC(=O)O)C1=O)=C\c1ccccc1	-17%	-16%	-1%	1%&19%	u
28	COc1cc(C[C@@H]2C(=O)OC[C@H]2Cc2ccc(OC)c(OC)c2)ccc1O	-15%	-6%	31%	24%	51%[activator]
29	COC(=O)c1ccc(CSc2nc3sc(C(=O)O)c(C)c3c(=O)[nH]2)cc1	-26%	-23%	23%	19%	-16%
30	Cc1nc(N/C(N)=N/S(=O)(=O)c2ccc([N+](=O)[O-])cc2)nc2ccccc12	-19%	5%	-3%	-3%	101%[activator]

nr	Tb PGK inh	G9a block	Pin1 inh	BLM inh
16	-2%	u	-1%	-5%
17	0%	3%[2.33 µM]	4%	x
18	0%	-24%	-5%	0%
19	-2%	x	-2%	-3%
20	7%	17%	-6%	-3%
21	-7%	u	-4%	1%
22	-3%	12%	-1%	-1%
23	-8%	x	-2%	x
24	-6%	-3%[12.7 µM]	2%	x
25	10%	-20%	-1%	89%[activator]
26	i	45µM*	5%	-7%
27	-6%	12%[59 µM]	-6%	-10%&-12%
28	2%	19%[2.33 µM]	-4%	x
29	3%	-4%	1%	-3%
30	5%	0%[59 µM]	-3%	3%

(listing goes on)
nr	canonical_smiles	JMJD2A Tudor inh	BAZ2B block	HP1b binding inh	GLS inhibitor	POLI inh
31	Cc1ccc(S(=O)(=O)N(C)CC(=O)N2CC(C)OC(C)C2)cc1 (centres undefined)	-26%	-26%	35%	-13%	13%
32	CCC/C(=N/NC(=O)c1csc(C)c1C)c1ccc(Cl)s1	-17%	0%	20%	8%	4%
33	CCOC(=O)C1=C(C)NC(=O)NC1c1ccc(OCC(=O)Nc2ccccc2)c(OC)c1 (centres undefined)	-19%	7%	24%	-10%	23%
34	Cn1c(=O)c2c(ncn2Cc2nnc(N)s2)n(C)c1=O	-8%	-12%	23%	-7%	87%[activator]
35	Cc1ccc(N(CC(=O)N2CCN(c3cccc(C)c3C)CC2)S(=O)(=O)c2c(C)nn(C)c2C)cc1	u	x	5%	1%	u
36	C#CCNC(=O)C1=C[C@@H](c2cn(C(C)=O)c3ccccc23)C[C@@H](OCc2ccc(CO)cc2)O1	-20%	-36%	9%	5%	33%[activator]
37	O=S(=O)(c1cccc2nsnc12)N1CCCC1	-6%	-2%	7%	5%	0%
38	COC(=O)c1ccc(Cn2nc(C(F)(F)F)cc2C)cc1	26%	0%[57.1 µM]	71%[activator]	0%	u
39	Cn1c(=O)oc2cc(S(=O)(=O)N3CCCC(C(=O)NC4CCCc5ccccc54)C3)ccc21 (centres undefined)	-1%	45%[activator]	31%	-8%	4%
40	Cc1ccccc1OC(=O)CCC(=O)OCCCC(F)(F)C(F)(F)F	108%[activator]	52%[activator]	153%[activator]	9%	-29%
41	COc1ccc(CNCc2ccc(F)cc2)c(OC)c1	-17%	-21%	30%	-10%	47%[activator]
42	CN(C)S(=O)(=O)c1cccc(NC(=O)NCCCl)c1	5%	-5%	40%[activator]	-5%	-13%
43	Cc1c(C(=O)Nc2ccc(Cl)cc2)c2ccccn2c1CCc1ccncc1	-21%	-33%	19%	6%	12%

nr	Tb PGK inh	G9a block	Pin1 inh	BLM inh
31	-12%	x	-8%	-1%
32	-4%	8%	-1%	0%
33	-1%	-3%[59 µM]	1%	2%
34	-6%	u	-4%	1%
35	4%	u	u	-11%
36	7%	u	-2%	-6%
37	9%	-4%	4%	-3%
38	-3%	85%[activator]	-5%	-3%
39	-9%	-9%	15%	-3%
40	-2%	-5%[12.7 µM]	u	-13%
41	1%	15%	4%	3%
42	-3%	x	7%	-2%
43	-8%	14µM*	5%	-8%
